Assay outcomes as filed in PubChem.
E coli Lon inh – inhibitors of E. coli Lon protease, primary screen, biochemical, fluorescence polarization. P0A9M0. purified E. coli Lon protease. inhibition, % at 7.94 µM. actives 0.42% (n = 360,000); in the data active = inhibition above about 13%, passing the limit was not always enough;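 also: 0% = enzyme with probe and DMSO and 100% = no enzyme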
SKN-1 block – suppressors of acrylamide-induced Pgst-4::GFP reporter in worms, primary screen, SKN-1 inhibitor project, whole organism, uHTS, GFP/RFP fluorescence ratio, strain VP596; inhibition, % at 21.8 µM; actives 0.49% (n = 360,000); AID 624304, 2012; C. elegans VP596 Pgst-4::GFP/RFP ratio, 24 h;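 active = interference check ratio from 0.5 to 1.5 plus GFP to RFP signal ratio inhibition reaching or exceeding a fixed threshold, cut at about 30% in these data, passing the limit was not always enough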; also: some compounds called inactive have numbers as strong as hits
MT1-MMP act inh – blockers of MT1-MMP proenzyme processing, primary screen, HT1080 RFP-PRO-GFP cells, GFP/RFP fluorescence; Matrix metalloproteinase-14 (Homo sapiens), P50281; GFP/RFP ratio fluorescence, overnight; percent of plate control window, DMSO zero; GFP/RFP ratio change, % at 20 µM; actives 0.061% (n = 360,000); AID 651647, 2012;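 active = GFP/RFP ratio change of at least 30% with cell ATP level not reduced by more than half and red fluorescence within 50% of control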; also: strong numbers were not always called active
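Test system: HT1080 RFP-PRO-GFP cells; Benchmarks: DMSO and RFP-L50D-GFP cell wells; Timing: cells overnight before dosing, compound overnight, 37 °C, 5% CO2; Compound: one 20 µM compound dose with 1% DMSO; Read-out: GFP/RFP fluorescence ratio.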
bovine MsrA act – bovine MsrA enzyme activators, primary screen, biochemical, absorbance, HTS | AID 602163, 2012 | purified bovine MsrA, absorbance read-out | Methionine sulfoxide reductase A (Bos taurus) | actives 0.3% (n = 360,000) | activation, % at 10.6 µM; in the data active = activation above about 7.5%;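 also: 0% = vehicle and 100% = reference activator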
MsrA inh – bovine MsrA enzyme inhibitors, primary screen, biochemical, absorbance, HTS | Methionine sulfoxide reductase A (Bos taurus) | AID 651718, 2012 | purified bovine MsrA, absorbance read-out | inhibition, % at 15.5 µM | actives 0.75% (n = 360,000); in the data active = inhibition above about 4.5%;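 also: 0% = vehicle wells with enzyme and 100% = reference inhibitor wells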
Neddylation inh – inhibitors of cullin neddylation, primary screen, biochemical, TR-FRET, uHTS, NAE and Ubc12. AID 651699, 2012. NEDD8-conjugating enzyme Ubc12 (Homo sapiens) + NEDD8-activating enzyme E1 regulatory …. calls only at 25 µM. actives 0.58% (n = 360,000); in the data active = inhibition above about 36%
FAS TE block – FAS thioesterase domain inhibitors, primary screen, biochemical, fluorescence intensity, uHTS; recombinant FAS-TE, OMFH fluorogenic substrate, fluorescence endpoint; inhibition, % at 15 µM; actives 0.67% (n = 360,000);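 active = compounds whose normalised, plate-corrected inhibition of enzyme fluorescence in the single-dose primary screen is 50% or more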;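 also: 0% = DMSO with enzyme and 100% = substrate without enzyme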
Rin1 Abl inh – inhibitors of Rin1-Abl protein binding, primary screen, biochemical, TR-FRET | inhibition, % at 7.35 µM | Tyrosine-protein kinase ABL1 (Homo sapiens) + Ras and Rab interactor 1 (Homo sapiens), … | AID 588664, 2011 | actives 0.4% (n = 360,000); in the data active = inhibition above about 5%, passing the limit was not always enough
NRP1-CendR mod – modulators of CendR peptide binding to NRP-1, primary screen, biochemical, fluorescence polarization, uHTS; FAM-RPARPAR peptide binding to NRP-1; actives 0.85% (n = 360,000); Neuropilin-1 (Homo sapiens), O14786; inhibition, % at 25 µM;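 active = inhibition or corrected inhibition above about 18%, plus a signal ratio from 0.5 to 1.5, limit read from the data, passing the limit was not always enough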; also: strong numbers were not always called active
Starred values were filed as active, the others as inactive; i = inactive; x = no result given. A portion of the library; rates above refer to the full screens.

SMILES	E coli Lon inh	SKN-1 block	MT1-MMP act inh	bovine MsrA act	MsrA inh	Neddylation inh	FAS TE block	Rin1 Abl inh	NRP1-CendR mod
CC(=NCCC(c1ccccc1)c1ccccc1)c1c(O)n(C)c(=O)n(C)c1=O	4	-5	-1	-1	0.7	i	18	-1	6
CN(C)C(=O)Oc1ccc2c(c1)O/C(=C\c1cccc([N+](=O)[O-])c1)C2=O	5	9	-1	-1	-0.4	i	12	2	-10
CC(=O)CC(c1ccc2c(c1)OCO2)c1c(O)c2ccccc2oc1=O (stereo unspecified)	-16	2	5	-2	-1.3	i	-5	1	-11
O=C(C(=O)N1CCOCC1)c1cn(Cc2ccc(F)cc2)c2ccccc12	1	-5	-1	-4	1.3	i	-2	-1	-7
Cc1cccc(N2CCN(CCc3ccccc3)CC2)c1C	-4	4	-2	-6	-0.7	i	5	1	-12
CCOC(=O)CSCCOc1ccc(C=C2C(=O)NC(=O)NC2=O)cc1OC	-4	2	-1	-4	1.1	i	-4	3	-12
COC1=CC(=O)OC(/C=C/c2ccccc2)C1 (stereo unspecified)	6	1	1	-7	0.1	i	-3	-2	-10
O=C(N/N=C/c1c(O)n(CCc2ccccc2)c(=O)[nH]c1=O)c1ccncc1	-6	2	-12	-3	3.6	i	-2	-3	-48
O=C(O)Cn1cc(/C=C2\C(=O)NC(=O)N(Cc3ccco3)C2=O)c2ccccc21	-56	22	-22	-5	0.5	i	-9	0	-114
CCOP(=O)(OCC)c1ccc(O)cc1	1	-1	-2	0	0.2	i	-8	-6	7
CC1CCCC(C2(O)C(=O)Nc3ccccc32)C1=O (stereo unspecified)	2	11	1	-4	0.4	i	2	-1	10
CC(=O)c1cn(Cc2ccccc2C#N)c2ccccc12	0	3	-7	-3	-0.1	i	2	3	1
C[C@]12CC[C@H](O)CC1C(=O)CC1C2CC[C@@]2(C)C1CC[C@@H]2O (stereo partly specified)	-12	-4	4	0	-0.4	i	-8	3	-4
Cc1nnc(SCc2nc3ccccc3c(=O)n2-c2ccccc2Cl)n1N	2	2	1	-11	2.7	i	-8	5	-8
O=C1NC(=O)C(Cc2ccccc2)C(=O)N1	-16	-1	-1	-14	0.0	i	-3	5	5
O=[N+]([O-])c1cc(F)c(N2CCCCCC2)cc1N1CCNCC1	2	15	-6	1	0.1	i	-7	-10	-7
CN1CCCC1C(O)(c1ccccc1)c1ccccc1 (stereo unspecified)	-8	2	-1	-1	0.5	i	-9	-3	3
COc1ccc(F)cc1C(=O)C1CCCN(Cc2cnc(C)s2)C1 (stereo unspecified)	0	19	-1	-1	-0.2	i	-5	3	10
Nc1c(C(=O)NCCN2CCOCC2)c2nc3ccccc3nc2n1Cc1ccccc1	-14	11	0	4	-0.6	x	13	-5	-5
C=CCn1c(O)c(/C=N/NC(=O)CCCC)c(=O)[nH]c1=S	1	-7	6	-6	1.6	i	-2	-6	-13
CCCCCCn1c(=O)c(C(=O)Nc2nc(CC(=O)OCC)cs2)c(O)c2ccccc21	10	-2	-9	-3	-0.5	i	15	2	3
CCN1C[C@@]2(COC)C3[C@@H](OC)[C@H]4[C@@H]1[C@@]3(C1C[C@H]3[C@H](OC(C)=O)C1[C@]4(OC(C)=O)C[C@H]3OC)[C@@H](OC)C[C@H]2OC(C)=O (stereo partly specified)	-6	-8	-7	-2	x	i	-3	-1	3
Cc1ccc(C2CC(=O)C(C=NCCN3CCN(C(=O)Cc4ccccc4)CC3)=C(O)C2)cc1 (stereo unspecified)	-5	-26	2	-3	0.2	i	-6	-3	-13
CN(C)c1ccc(NC(=O)CN2C(=O)CN=C(c3ccccc3)c3ccccc32)cc1	12	-4	-12	3	0.8	i	-4	-2	-2
O=C(Cc1ccccc1)N1CCN(Cc2cccc(Br)c2)CC1	4	-8	3	-3	2.7	i	-2	1	-9
Cc1cc(=O)oc2cc(OCC(=O)N3CCN(Cc4ccc5c(c4)OCO5)CC3)ccc12	-1	-5	-2	-11	3.6	i	11	3	4
CCOC(=O)C1(CCc2ccccc2)CCN(C2CCSCC2)CC1	2	4	-2	-1	-0.6	i	1	-2	0
Cc1ccc(OC(=O)N(C)C[C@H]2OCc3cnnn3CCCC(=O)N([C@@H](C)CO)C[C@H]2C)cc1	1	11	1	-6	-0.2	i	-4	0	-7
Cc1ccc(-[n+]2c(Cc3nn(-c4ccccc4)c(C)[n+]3-c3ccc(C)cc3)nn(-c3ccccc3)c2C)cc1	-17	6	-1	-4	0.3	i	-2	0	27*
Cc1ccc(N2C(=O)NC(=O)/C(=C\c3cc(C)n(-c4cc(C(=O)O)cc(C(=O)O)c4)c3C)C2=O)cc1	-24	13	4	-11	0.6	i	-3	2	-52
CCC1=Nc2cc(C(=O)N3CCC4(CC3)OCCO4)ccc2Sc2ccc(C)cc21	-7	-3	-1	-3	0.0	i	10	0	-3
CCCCn1c(=O)c(C(=O)Nc2ccccc2N)c(O)c2ccccc21	-8	7	-8	-1	1.4	x	1	-1	-15
CC(C)c1ccc(OCC(=O)N2CCN(C)CC2)c(Br)c1	1	-10	17	-11	-1.3	i	-7	2	13
CCC(=O)OC1CCC2C3CCC4CC(=O)C=CC4(C)C3CCC12C (stereo unspecified)	-12	20	11	-2	0.8	i	26	-2	6
CN1C2CCC1C(C(=O)O)C(O)C2 (stereo unspecified)	-7	-6	1	-8	1.5	i	-8	-1	-13
C#CCOc1cc(C2C3=C(COC3=O)Nc3cc4c(cc32)OCO4)ccc1OC (stereo unspecified)	8	-5	13	-13	1.4	i	-3	2	11
COC(=O)c1ccc(N2CCN(C)CC2)c([N+](=O)[O-])c1	-8	-2	-4	-5	2.2	i	-2	1	2
CN(C)S(=O)(=O)c1cc(NC(=O)C[N+]23CCN(CC2)CC3)ccc1Cl	6	1	2	-2	0.8	i	-7	-3	0
CC1(C)OC(c2ccccc2)=C/C(=C/C=C2C(=O)NC(=O)NC2=O)O1	i	46*	-126	-9	0.5	i	-11	-13	-2
Cc1cccc(OP(=O)(NCc2ccccc2)Oc2cccc(C)c2)c1	-3	14	-21	-1	-0.5	i	35	2	11

Single records (already shown). Screens in order: E coli Lon inh	SKN-1 block	MT1-MMP act inh	bovine MsrA act	MsrA inh	Neddylation inh	FAS TE block	Rin1 Abl inh	NRP1-CendR mod
Results for CC1(C)OC(c2ccccc2)=C/C(=C/C=C2C(=O)NC(=O)NC2=O)O1 : i	46*	-126	-9	0.5	i	-11	-13	-2
Results for CN(C)c1ccc(NC(=O)CN2C(=O)CN=C(c3ccccc3)c3ccccc32)cc1 : 12	-4	-12	3	0.8	i	-4	-2	-2

Shown bar-delimited: entries from further up.
SMILES | E coli Lon inh | SKN-1 block | MT1-MMP act inh | bovine MsrA act | MsrA inh | Neddylation inh | FAS TE block | Rin1 Abl inh | NRP1-CendR mod
CN(C)C(=O)Oc1ccc2c(c1)O/C(=C\c1cccc([N+](=O)[O-])c1)C2=O | 5 | 9 | -1 | -1 | -0.4 | i | 12 | 2 | -10
CC(=O)CC(c1ccc2c(c1)OCO2)c1c(O)c2ccccc2oc1=O (stereo unspecified) | -16 | 2 | 5 | -2 | -1.3 | i | -5 | 1 | -11

Following part:
SMILES	E coli Lon inh	SKN-1 block	MT1-MMP act inh	bovine MsrA act	MsrA inh	Neddylation inh	FAS TE block	Rin1 Abl inh	NRP1-CendR mod
CCCCN1C(=O)NC(=O)C2(Cc3cc(C)ccc3N(C)C2)C1=O (stereo unspecified)	-3	41*	-1	-2	1.0	i	-4	0	1
COc1ccc(C(CC(=O)N2CCC3(CC2)OCCO3)NS(=O)(=O)c2ccc(C)cc2)cc1 (stereo unspecified)	-1	-6	2	-2	0.1	i	-8	-1	-7
O=C(CCCN1CCC2(CC1)C(=O)NCN2c1ccccc1)c1ccc(F)cc1	-7	16	-5	-1	-0.9	i	-1	0	4
CCOC(=O)CC1c2ccccc2-n2nncc2CN1C (stereo unspecified)	4	4	3	-1	0.1	i	-11	-4	-5
CCOc1ccccc1CN1C2CCC1CC(c1ccc(C)cc1)C2 (stereo unspecified)	-4	-13	2	0	0.3	i	-3	3	-7
COc1cc(OC)cc(-n2nc(C(=O)N3CCC4(CC3)OCCO4)c3ccccc3c2=O)c1	-13	-17	0	-7	1.8	i	-4	2	4
O=[N+]([O-])c1ccc(O)c([N+](=O)[O-])c1	-5	1	-1	-5	2.3	i	1	1	-5
O=C(COC(=O)Cc1ccccc1)NC(=O)NC1CCCCC1	4	7	-2	-3	-1.2	i	-2	4	-2
Oc1ccc(Cl)cc1	-10	-11	1	-4	1.2	i	-5	1	-1
O=C(Cc1ccccc1)OCc1ccccc1	-6	3	-1	-3	0.8	i	6	-1	-6
O=C(O)CN1C(=O)CN=C(c2ccccn2)c2cc(Cl)ccc21	-3	5	5	-6	1.1	i	-4	0	3
CC(=NCCCN1CCOCC1)c1c(O)n(-c2ccccc2C)c(=O)[nH]c1=O	1	18	0	-3	0.1	i	-10	-4	-2
CN(C)C(=Nc1ccccc1)P(=S)(N(C)C)N(C)C	3	10	-2	0	3.5	i	-2	-1	-18
O=C(Nc1cccnc1)c1c(O)c2c(n(Cc3ccccc3)c1=O)CCCC2	-9	7	4	3	0.4	i	6	0	6
COc1ccc(C(CNC(=O)c2ccc3c(c2)CCC3)N(C)C)cc1 (stereo unspecified)	-2	-3	-3	-4	0.0	i	-1	3	6
COc1cc2c(cc1OC)C(C(=O)N(C)C1CCCCC1)C1CCCCN1C2=O (stereo unspecified)	7	-4	-3	-3	-0.2	i	-7	-1	-1
O=c1[nH]c(=S)n(Cc2ccco2)c(O)c1C=NCc1cccs1	-39	-10	-4	-5	4.5	i	12	-2	-18
COc1ccc(P2(=O)Nc3ccccc3N2)cc1	-37	12	-8	3	0.2	i	2	-2	-5
CCCC(C)C1(CC)C(=O)NC(=Nc2ccccc2OC)NC1=O (stereo unspecified)	13	-3	2	-2	0.3	i	-4	-3	-1
CCN1CCOC(c2ccccc2)C1 (stereo unspecified)	6	-6	1	-2	-1.2	i	-7	2	10
O=C(c1ccc(N2CCCCCC2)c([N+](=O)[O-])c1)N1CCC2(CC1)OCCO2	0	2	3	-8	-1.4	i	3	-3	-8
C#C[C@@]1(O)CCC2C3CCC4=C/C(=N/OCC(=O)NC(C(=O)NC(CC(C)C)C(=O)O)C(C)C)CC[C@]4(C)C3CC[C@@]21C (stereo partly specified)	3	22	0	1	1.1	i	3	0	6
COc1c(O)ccc2c1-c1c3c(cc4c1C(C2)N(C)CC4)OCO3 (stereo unspecified)	-5	3	-7	-2	-0.1	i	-10	2	3
CN1CCC(N(C)c2nc(-c3ccccc3)nc3ccccc23)CC1	-7	-1	x	-12	0.7	i	-9	-1	0
CC(C)CNC(=O)/C=C/C=C/CCCCCC/C=C/c1ccc2c(c1)OCO2	-5	9	9	-3	-0.1	i	1	-1	19
O=[N+]([O-])c1ccc(CN2CC=C(c3ccccc3)CC2)cc1	-4	13	3	0	x	i	17	-1	-12
Cc1ccc(C)c(C2(O)CC(C)N(C)CC2C)c1 (stereo unspecified)	-7	6	1	-5	0.1	i	-6	1	3
C=CCN1C(=O)NC(=O)/C(=C/c2ccc(N(C)C)c(Br)c2)C1=O	-3	10	2	-11	1.5	i	3	1	-12
O=C1CC(N2CC=C(c3ccccc3)CC2)C(=O)N1c1ccc(F)cc1 (stereo unspecified)	0	17	-4	-3	1.0	i	-2	0	-34
